IDH1 R132H inh: qHTS for Inhibitors of mutant isocitrate dehydrogenase 1 (IDH1): qHTS; IDH1-R132H enzyme, NADPH consumption, diaphorase/resazurin fluorescence; Potency, µM (top dose mostly 76.6 µM), for inactives: at the highest dose activity change, negative = inhibition, most hits filed as inhibitors; 390,000 tested, 0.093% active; AID 602179, 2012; note: % is set by controls: 0 for no effect and ±100 for the full control effect; nearly all actives have a fitted effect of over 65% in size
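IDH1-R132H (0.5 ug/mL dispensed) in pH 7.5 Tris buffer was preincubated 30 min with compound, then given a substrate mix of 0.016 mM NADPH and 2 mM alpha-KG for 80 min at room temperature; remaining NADPH was read by diaphorase/resazurin fluorescence.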
RGS4 inhibitor: Inhibitors of Regulator of G Protein Signaling (RGS) 4: qHTS. Transcreener GDP fluorescence polarization, RGS4-accelerated GTP hydrolysis. Regulator of G-protein signaling 4 (Homo sapiens), P49798. Potency, µM (doses to about 114 µM), inactives show top-dose activity change, negative = inhibition, usual class: inhibitors. 390,000 tested, 0.039% active. AID 504845, 2011; note: % is set by controls: 0 for no effect and ±100 for the full control effect; nearly all actives have a fitted effect of over 75% in size; some results filed as inactive show a strong effect at the top dose
Target sequence (P49798 whole entry, looked up): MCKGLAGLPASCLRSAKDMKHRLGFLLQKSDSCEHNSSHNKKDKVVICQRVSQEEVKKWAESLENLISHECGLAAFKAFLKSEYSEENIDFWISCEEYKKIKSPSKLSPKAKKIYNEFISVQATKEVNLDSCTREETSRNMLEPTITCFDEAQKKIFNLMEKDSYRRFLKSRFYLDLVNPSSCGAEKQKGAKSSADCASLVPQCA
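MLSMR compounds (23 nl, pin-transferred) preincubated 10 min at room temperature with a 500nM (2x) first reagent, then RGS4 at 900nM (2x) plus Transcreener GDP mix added; fluorescence polarization (620/688 nm) read before and after 90 min at 30 °C.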
TrxR1 substrate: qHTS Assay for Substrates of Mammalian Selenoprotein Thioredoxin Reductase 1 (TrxR1): qHTS. purified TrxR1 substrate turnover, NADPH consumption readout. Potency, µM (doses to about 114 µM), for the others: at the highest dose activity change, negative = substrate turnover. 390,000 tested, 0.01% active; note: % is set by controls: 0 for no effect and ±100 for the full control effect; nearly all actives have a fitted effect of over 50% in size
Target sequence (O89049 whole entry, looked up): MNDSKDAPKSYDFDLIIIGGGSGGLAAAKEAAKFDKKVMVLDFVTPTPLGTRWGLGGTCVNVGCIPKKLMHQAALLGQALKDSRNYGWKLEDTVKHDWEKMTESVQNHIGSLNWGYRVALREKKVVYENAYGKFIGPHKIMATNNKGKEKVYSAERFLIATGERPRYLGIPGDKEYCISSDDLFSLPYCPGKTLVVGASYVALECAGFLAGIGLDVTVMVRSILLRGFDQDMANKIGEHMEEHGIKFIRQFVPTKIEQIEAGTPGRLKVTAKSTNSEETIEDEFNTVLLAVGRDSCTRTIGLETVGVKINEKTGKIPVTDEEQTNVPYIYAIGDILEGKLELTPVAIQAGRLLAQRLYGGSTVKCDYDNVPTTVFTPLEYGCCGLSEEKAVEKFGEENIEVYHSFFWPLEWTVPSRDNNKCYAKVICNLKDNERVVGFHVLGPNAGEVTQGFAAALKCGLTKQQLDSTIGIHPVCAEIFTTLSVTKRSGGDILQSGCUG
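Rat TrxR1, dispensed at 90 nM, was prereduced with 400 uM NADPH (final) for 5 min at ~22 deg C, then incubated with compound 15 min before 400 uM selenite. A first-read NADPH fluorescence drop versus no-compound background flagged substrates.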
ALOX12 inh: Primary qHTS assay for inhibitors of human arachidonate 12S-lipoxygenase (ALOX12): Round 2 | Polyunsaturated fatty acid lipoxygenase ALOX12 (Homo sapiens), P18054 | Potency, µM (titrated, usually from 108 µM), for inactives: top-dose activity change, negative = inhibition, most hits filed as inhibitors | purified 12hLO, xylenol orange hydroperoxide absorbance | 580,000 tested, 1.1% active | AID 1671190, 2021; note: % is set by controls: 0 for no effect and ±100 for the full control effect
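Purified human 12hLO at 150 nM in 25 mM Hepes, 0.01% Triton X-100, pH 7.0, preincubated 15 min at room temperature with compound. Reaction started with 40 uM arachidonic acid, 30 min at room temperature. Hydroperoxide measured by Fe-xylenol orange, 573/405 nm absorbance ratio.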
Vif-A3F inh: qHTS for Inhibitors of Vif-A3F Interactions: qHTS; 390,000 tested, 0.2% active; Potency, µM (highest dose often 46.1 µM), for the others: at the highest dose activity, negative = active; HeLa A3F-eYFP + Vif (tagged APOBEC3F with the HIV-1 protein that degrades it), YFP fluorescence increase; note: % of control where 0% means no effect; nearly all actives have a fitted effect of over 65% in size
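HeLa cells stably expressing Vif plus C-terminally eYFP-tagged A3F were seeded, incubated overnight at 37 deg C, dosed with compound, incubated overnight again at 37 deg C. Yellow fluorescence (Ex 488/Em 500-530) reported blocked Vif-mediated A3F-eYFP degradation.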
RXFP1 ag: qHTS Assay for Agonists of the Relaxin Receptor RXFP1. Potency, µM (highest dose often 57.5 µM), without a hit: at the top dose activation, most hits filed as activators. Relaxin receptor 1 (Homo sapiens), Q9HBX9. 370,000 tested, 0.3% active. HEK293T-RXFP1 cAMP TR-FRET, 30 min; response scale: percent of porcine relaxin response, buffer zero; note: % is set by controls: 0 for no effect and ±100 for the full control effect; nearly all actives have a fitted effect of over 60% in size; many of its hits are not listed in these tables
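HEK293T cells stably expressing RXFP1 were pretreated with the PDE4 inhibitor Ro 20174, exposed to compounds for 30 min at 37C, lysed, and cAMP was read by TR-FRET. Data normalized to buffer (basal) and 29 nM porcine relaxin (100%).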
TrxR1 inh: qHTS Assay for Inhibitors of Mammalian Selenoprotein Thioredoxin Reductase 1 (TrxR1): qHTS; Thioredoxin reductase 1, cytoplasmic (Rattus norvegicus), O89049; recombinant rTrxR1, NADPH fluorescence consumption, selenite substrate; Potency, µM (top dose mostly 114 µM), inactives show top-dose activity change, negative = inhibition, usual class: inhibitors; 390,000 tested, 1% active; AID 588453, 2011; note: % is set by controls: 0 for no effect and ±100 for the full control effect; nearly all actives have a fitted effect of over 65% in size
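Rat TrxR1 (90 nM in the dispensed reagent) was pre-reduced with 400 uM NADPH for 5 min at room temperature, then incubated with compound for 15 min. After 400 uM selenite was added, NADPH fluorescence (Ex 340/Em 450 nm) was followed for 8 min.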
Vif-APOBEC3G blk: qHTS for Inhibitors of Vif-A3G Interactions: qHTS. AID 602310, 2012. HeLa A3G-eYFP + Vif (tagged APOBEC3G with the HIV-1 protein that degrades it), YFP fluorescence, overnight. Potency, µM (doses to about 46.1 µM), for inactives: at the highest dose activity, negative = active, most hits filed as inhibitors. DNA dC->dU-editing enzyme APOBEC-3G (Homo sapiens), Q9HC16. 410,000 tested, 0.076% active;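 note: % is set by controls: 0 for no effect and ±100 for the full control effect; nearly all actives have a fitted effect of over 60% in size; hits raise eYFP signal because A3G escapes Vif-driven loss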
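HeLa cells stably expressing Vif and C-terminally eYFP-tagged A3G, seeded overnight at 37 deg C, then exposed to compound by pintool overnight at 37 deg C. Rise in yellow fluorescence (Ex 488/Em 500-530, Acumen) marks blocked Vif-driven A3G degradation.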
USP1-UAF1 inh: Inhibitors of USP1/UAF1: Primary Screen. recombinant USP1/UAF1, Ub-Rhodamine cleavage fluorescence. Potency, µM (highest dose often 57.1 µM), without a hit: at the highest dose activity change, negative = inhibition, usual class: inhibitors. 390,000 tested, 0.23% active. AID 743255, 2014; note: % is set by controls: 0 for no effect and ±100 for the full control effect; nearly all actives have a fitted effect of over 60% in size; inactives centre near -12
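High-throughput fluorogenic screen: 1nM USP1/UAF1 complex, Ub-Rho substrate 150nM final, 50mM HEPES pH 7.8 with 0.5mM EDTA, 0.1 mg/ml BSA, 1mM TCEP and 0.01% Tween-20.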
* marks the source's active call; other numbers are inactive results; i = inactive; ? = inconclusive; . = not tested or not shown; & = joins results of further samples; [ ] = remark or other dose. Calls come from the whole dose curve; as a rule, active = well fitted curve in the direction sought with a large enough effect; inconclusive = small, poorly fitted or top-dose-only effect, or another doubt; inactive = no such curve, though single readings can be large; an effect the other way counts as inactive or inconclusive. Potency is the fitted concentration of half-maximal effect.

SMILES	IDH1 R132H inh	RGS4 inhibitor	TrxR1 substrate	ALOX12 inh	Vif-A3F inh	RXFP1 ag	TrxR1 inh	Vif-APOBEC3G blk	USP1-UAF1 inh
CCOC(=O)Nc1nc(-c2ccc(F)cc2F)cs1	6%	0%	-9%	-23%	-15%	0.2%	-6%	1%	-5%
Cc1ccc(S(=O)(=O)NCCN=C(CN2CCOCC2)NS(=O)(=O)c2ccc(C)cc2)cc1	6%	-3%	-11%	-18%	5%	-0.6%	-11%	0%	-9%
Cc1nc(N[C@@H](Cc2ccccc2)C(=O)O)c2oc3ccccc3c2n1	3%	5%	-3%	-4%	3%	1.7%	-6%	-19%	-2%
CCn1c(SCC(=O)c2ccc(C)cc2)nnc1-c1ccncc1	5%	-11%	3%	-24%	1%	0.1%	19%	0%	-3%
CCCNc1nc(Nc2ccc(C)c(Cl)c2)c2cnn(C)c2n1	-15%	22%	18%	0%	-15%	2.2%	5%	-6%	-13%
O=C(Oc1ccc2c(=O)c(Oc3ccc4ccccc4c3)coc2c1)c1ccco1	-7%	5%	0%	-9%	5%	0.6%	-1%	1%	-12%
CCCCCOc1ccc(/C(C)=N/NC2=NCCN2)cc1	5%	-14%	2%	?	1%	3.1%	-2%	3%	-16%
O=C(O)c1ccc(Nc2nc(-c3ccccc3)nc3ccccc23)cc1	6%	?	-8%	i	2%	2.8%	-7%	-1%	?
COc1cc(Cl)c(CN2CCCC(CO)(Cc3cccc(Cl)c3)C2)cc1OC (stereo not given)	3%	17%	-5%	?	-2%	0.4%	-2%	-2%	-9%
O=C(CSc1nnc(Nc2ccccc2)s1)NC1CC1	4%	5%	-5%	-22%	2%	-0.3%	12%	0%	-7%
CCN(CC)c1ccc(/C=N/Nc2cccc(C)c2)c(O)c1	6%	-48%	-18%	?	-9%	2.4%	22µM*	-2%	?
CCc1ccc(NC(=O)C(=O)NCCc2sc3nc(-c4ccc(OC)cc4)nn3c2C)cc1	-9%	-44%	2%[57.1 µM]	-53%	5%	0.2%	18%[57.1 µM]	0%	3%
CN(CCO)CCC(=O)NC1(C)CS(=O)(=O)CC1S(=O)(=O)O (stereo not given)	-14%	3%	5%	-16%	9%	0.0%	13%	-7%	-6%
Cc1cc(O)c(C(c2ccccc2Cl)N2CCN(c3ccccc3)CC2)c(=O)n1Cc1ccco1 (stereo not given)	14%	-2%	2%[57.1 µM]	6%	-9%	11%	?	6%	-16%
Cc1ccc(NC(=O)CN2CCCN(S(=O)(=O)c3ccc(Br)s3)CC2)cc1	2%	-34%	-9%	-26%	-11%	0.6%	71µM*	1%	-20%
Cc1ccc2nc(CN3CCN(C(=O)Nc4ccc(C)c(F)c4)CC3)oc2c1	1%	-6%	6%[57.1 µM]	-27%	3%	1.7%	12%[57.1 µM]	7%	-17%
COC(=O)c1ccc(C2c3[nH]c4ccccc4c3C[C@H]3C(=O)N(C)CC(=O)N23)cc1 (stereo not given in full)	6%	-20%	11%	-13%	?	7.3%	16%	-12%	-15%
O=C(CSC1=NCCN1)Nc1cccc(C(F)(F)F)c1	-1%	-35%	3%	-1%	-2%	2.4%	-8%[57.1 µM]	-26%	0%
Cc1cccc(NC(=O)CNC(=O)Cn2ncc(Cl)c(Cl)c2=O)c1C	3%	-10%	15%[57.1 µM]	.	2%	.	-44%[57.1 µM]	?	-4%
COc1cccc(-c2cc(C(=O)Nc3cnn(Cc4ccc(Cl)cc4Cl)c3)no2)c1	4%	-39%	12%	2%	0%	2.9%	13%	-3%	-12%
NS(=O)(=O)c1ccc(CNC(=O)CCCSc2ccccc2)cc1	-3%	?	6%[57.1 µM]	12%	9%	-4.3%	4%[57.1 µM]	-4%	-12%
CCOC(=O)c1ccc(NC(=O)c2cn3c4c(ccc(Cl)c4c2=O)OC(C)C3)cc1 (stereo not given)	-12%	5%	-7%	-17%	-3%	1.9%	5%	2%	-22%
COc1ccc(NC(=O)C(=O)NCCCn2ccnc2)cc1	15%	29%	3%[57.1 µM]	0%	1%	3.2%	23%	1%	-1%
O=C(O)c1ccc(F)c(S(=O)(=O)Nc2ccccc2Cl)c1	2%	11%	6%	20%	1%	1.6%	21%	-4%	2%
Cc1cc(=O)oc2cc(OC(C)C(=O)N3CCOCC3)ccc12 (stereo not given)	3%	2%	49%[activator]	-20%	-6%	0.6%	-6%	2%	4%
CCC(C(=O)NCc1ccc(OC)c(OC)c1)n1nc(C)c2c(C)n(-c3ccc(C)cc3)nc2c1=O (stereo not given)	8%	1%	7%	-13%	-4%	1.4%	16%	-2%	-10%
O=C(COC(=O)c1ccc(S(=O)(=O)NCc2ccco2)cc1)NC1CCCCCC1	2%	-48%	1%	-3%	-2%	1.6%	-16%	0%	-4%
Cn1c(N)c(C(=O)Nc2ccccc2)c(=O)[nH]c1=O	10%	5%	11%[57.1 µM]	-24%	0%	.	20%[57.1 µM]	-6%	-28%
CCOC(=O)N1CCN(S(=O)(=O)c2ccc(C(=O)Nc3ccc4c(c3)C(=O)NC4=O)cc2)CC1	10%	-16%	63%[activator]	-16%	7%	?	21%	0%	-18%
NC(N)=NS(=O)(=O)c1ccc(N)cc1	-12%	-5%	-5%	2%	-2%	1.1%	-4%	2%	-13%
COc1ccc(-c2csc3ncnc(N4CCN(c5ccccc5[N+](=O)[O-])CC4)c23)cc1	8%	0%	-10%	.	6%	2.9%	-5%	-9%	-8%
CC(=O)c1cccc(NC(=O)C2C3C=CC(C4CC34)C2C(=O)O)c1 (stereo not given)	-1%	0%	6%[57.1 µM]	-9%	-20%	2.2%	-7%	-5%	-3%
O=C(O)c1cccc([N+](=O)[O-])c1C(=O)Nc1cccc2ccccc12	6%	?	41%	-25%	-3%	2.4%	-8%	-4%	-11%
COc1ccc(NC(=S)N(CCN(C)C)C(C)c2ccncc2)cc1Cl (stereo not given)	-7%	-6%	-3%	0%	9%	-1.4%	-11%	5%	-9%
COc1ccc(CNC(=O)c2cncc(Br)c2)cc1	-4%	-9%[56.9 µM]	-8%	0%	13%	1.0%	3%	3%	-11%
C=C[C@@H]1c2ccccc2N(S(=O)(=O)c2ccc(C)cc2)[C@H](c2ccc(OC(C)=O)cc2)C1(C#N)C#N	15%	10%	0%&5%	3%	-7%	0.4%	16%&24%	-13%&-17%	-10%
COc1ccc(CC(=O)N/N=C/c2cc([N+](=O)[O-])cc(Br)c2O)cc1	-5%	23%	-13%	?	-3%	-1.9%	-6%	2%	-10%
O=C(CSc1nc2ccccc2n1Cc1c(F)cccc1Cl)N1CCN(c2ccc(F)cc2)CC1	9%	-5%	4%	-8%	2%	0.5%	22%	0%	-23%
COCCCN1C(=O)C(=O)/C(=C(/O)c2ccc(S(=O)(=O)N3CCCCC3)cc2)C1c1ccc(OC)cc1 (stereo not given)	13%	1%	-4%	-6%	0%	0.7%	9%	0%	-10%
CC(C)Cn1nc(NC(=O)c2ccco2)c2cc3ccccc3nc21	2%	-42%	21%[57.1 µM]	?	-1%	-0.6%	-43%	-13%	-1%
Cc1ccc([C@@H]2C[C@H]3[C@@H](CN2S(=O)(=O)c2ccc(C)cc2)C(=O)C[C@@H](c2ccc(Cl)cc2)N3S(=O)(=O)c2ccccc2C)cc1	6%	.	.	-11%	-6%	.	.	-1%	-18%
Cc1ccc(SCC(CC(C)C)N2CCN(CCc3ccccc3)CCC2=O)cc1 (stereo not given)	.	22%	-15%	.	.	.	-13%	4%	.
CN(C)C(=O)CN(c1ccc2c(c1)OCO2)S(C)(=O)=O	3%	6%	11%	5%	-1%	-4.8%	16%	1%	-18%

Bioassay records (PubChem BioAssay)

Some of the compounds tested, so the mix of outcomes need not match the whole.
